Assay outcomes from PubChem.
EPAC1 agonist – EPAC1 (human) agonism. actives 0.073% (n = 360,000). Potency, µM (titrated, usually from 154 µM), inactives show at the top dose activation, actives largely listed as activators. EPAC1 agonist qHTS, biochemical assay; response scale: 100% = response to 6.5 mM cAMP. AID 720707. O95398; further: potency means the concentration at half of the fitted maximal effect; nearly all actives have a fitted effect of over 60% in size
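Compounds were pinned as a concentration titration into mixtures of EPAC1 (100 nM), BODIPY-GDP-loaded Rap1B (250 nM) and GDP (50 uM). After 5 min at room temperature, fluorescence was followed for 30 min; activity was scaled to 6.5 mM cAMP.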
PI5P4Ka inh – inhibitors of human PI5P4K alpha; AID 652105; PI5P4Kalpha enzyme, ADP-Glo luminescence, 60 min; hits give low values; max response, %; actives 1.2% (n = 330,000); P48426; active means max response of -50% or lower; inconclusive means between -30% and -50%; inactive means -30% or higher; further: value at the top dose of about 77 µM; on the % scale 0 is the no-effect control and ±100 the full control effect
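ADP-Glo luminescence end-point after a 60 min room-temperature kinase reaction. PI5P4Kalpha and substrate in HEPES pH 7.4 buffer with EGTA, 0.1% CHAPS and 5% DMSO; ATP at 5 microM final.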
Mm-Cpn inhibitor – blocks the Methanococcus maripaludis chaperonin Mm-Cpn. purified Mm-Cpn ATPase, ADP Transcreener TR-FRET. actives 0.031% (n = 330,000). Potency, µM (series often up to 76.9 µM), for the others: at the top dose activity, negative = inhibition, hits mostly inhibitors; further: potency means the concentration at half of the fitted maximal effect; on the % scale 0 is the no-effect control and ±100 the full control effect; nearly all actives have a fitted effect of over 80% in size
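Quantitative HTS used 25 nM Mm-CPN and 10 uM ATP in magnesium/KCl Tris buffer, pH 7.4, with 1 mM DTT. Hydrolysis ran 30 min at 37°C; ADP was read by HTRF.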
EPAC1 antag – EPAC1 (human) antagonism; O95398; EPAC1 GEF assay, Rap1b-BODIPY-GDP exchange fluorescence; Potency, µM (highest dose often 115 µM), for inactives: at the top dose activity change, negative = inhibition, hits mostly inhibitors; actives 0.14% (n = 360,000);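 further: potency means the concentration at half of the fitted maximal effect; plate controls were vehicle for no effect and positive control for full effect; nearly all actives have a fitted effect of over 50% in size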
WRN inhibitor – inhibitors of human WRN helicase; AID 651768; Potency, µM (titrated, usually from 114 µM), for inactives: at the top dose activity change, negative = inhibition, actives largely listed as inhibitors; WRN helicase unwinding, fluorescent forked duplex, kinetic; actives 0.46% (n = 360,000); Q14191; further: potency means the concentration at half of the fitted maximal effect; on the % scale 0 is the no-effect control and ±100 the full control effect; nearly all actives have a fitted effect of over 55% in size
Target sequence (Q14191 whole entry, looked up): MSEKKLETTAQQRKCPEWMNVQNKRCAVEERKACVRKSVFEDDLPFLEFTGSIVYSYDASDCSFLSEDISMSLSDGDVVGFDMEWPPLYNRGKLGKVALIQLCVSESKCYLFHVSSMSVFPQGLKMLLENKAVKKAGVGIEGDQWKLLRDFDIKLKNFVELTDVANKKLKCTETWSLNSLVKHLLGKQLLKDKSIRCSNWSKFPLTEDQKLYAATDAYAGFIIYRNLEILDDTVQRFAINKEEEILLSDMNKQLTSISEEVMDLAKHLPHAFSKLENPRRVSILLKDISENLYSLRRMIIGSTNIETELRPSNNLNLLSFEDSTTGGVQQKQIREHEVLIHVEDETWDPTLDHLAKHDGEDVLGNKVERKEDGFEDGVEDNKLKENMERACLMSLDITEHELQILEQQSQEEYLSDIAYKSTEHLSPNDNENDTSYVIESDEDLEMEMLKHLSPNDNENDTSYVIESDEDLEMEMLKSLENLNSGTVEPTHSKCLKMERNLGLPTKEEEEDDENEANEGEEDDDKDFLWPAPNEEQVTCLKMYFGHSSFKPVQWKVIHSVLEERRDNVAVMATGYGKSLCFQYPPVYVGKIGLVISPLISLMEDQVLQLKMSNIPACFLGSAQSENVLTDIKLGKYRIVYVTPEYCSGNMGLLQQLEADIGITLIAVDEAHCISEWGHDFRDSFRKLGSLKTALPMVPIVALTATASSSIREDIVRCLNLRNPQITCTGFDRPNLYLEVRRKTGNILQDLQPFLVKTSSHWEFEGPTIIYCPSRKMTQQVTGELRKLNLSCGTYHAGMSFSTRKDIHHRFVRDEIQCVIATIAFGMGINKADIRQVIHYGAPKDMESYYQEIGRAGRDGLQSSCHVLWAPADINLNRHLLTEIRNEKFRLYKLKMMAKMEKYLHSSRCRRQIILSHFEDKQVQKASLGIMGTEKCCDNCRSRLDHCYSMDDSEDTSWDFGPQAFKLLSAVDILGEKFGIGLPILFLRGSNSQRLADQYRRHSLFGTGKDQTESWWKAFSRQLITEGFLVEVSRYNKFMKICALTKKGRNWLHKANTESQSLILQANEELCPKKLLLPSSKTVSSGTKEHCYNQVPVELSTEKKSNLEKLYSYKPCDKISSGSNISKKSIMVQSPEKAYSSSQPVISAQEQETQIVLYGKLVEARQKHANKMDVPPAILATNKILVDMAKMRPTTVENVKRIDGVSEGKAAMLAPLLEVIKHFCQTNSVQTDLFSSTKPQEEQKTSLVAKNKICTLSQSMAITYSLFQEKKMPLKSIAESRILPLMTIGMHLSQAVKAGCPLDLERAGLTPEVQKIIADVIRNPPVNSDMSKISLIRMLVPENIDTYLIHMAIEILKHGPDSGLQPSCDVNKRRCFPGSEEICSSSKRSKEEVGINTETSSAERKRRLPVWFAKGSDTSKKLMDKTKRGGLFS
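WRN at 20 nM final preincubated with compound 15 min at room temperature; reaction started with 100 nM fluorophore/quencher forked duplex oligonucleotide and 2 mM ATP final. Unwinding followed kinetically by red fluorescence (ex 525, em 598 nm).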
PLK1 PBD block – blocks phosphopeptide binding to human PLK1 polo-box domain | P53350 | Plk1 PBD binding of FITC phosphopeptide, fluorescence polarization | Potency, µM, inactives show max response, negative = inhibition, actives largely listed as inhibitors | actives 2.8% (n = 360,000); further: potency means the concentration at half of the fitted maximal effect; series mostly up to about 57 µM; on the % scale 0 is the no-effect control and ±100 the full control effect; nearly all actives have a fitted effect of over 65% in size
CCT chaperon mod – changes cytosolic chaperonin activity; purified chaperonin ATPase assay, HTRF ADP detection, 30 min; actives 0.3% (n = 360,000); activity change, % (test concentration not listed), hits read low; in the data active means activity change below about -30%; further: on the % scale 0 is the no-effect control and ±100 the full control effect
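TRiC at 40 or 20 nM final (batch-dependent) in 30 mM Tris pH 7.4, 100 mM KCl, 5 mM MgCl2, 1 mM DTT, with compound at single 76 uM and 10 uM ATP, 30 min at 37 deg C. ADP detected by HTRF Transcreener, 665/615 ratio.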
EPAC2 antag – EPAC2 (human) antagonism; Potency, µM (series often up to 114 µM), for inactives: at the top dose activity, negative = inhibition, usual class: inhibitors; AID 720708; EPAC2 GEF exchange of Rap1B-BODIPY-GDP, fluorescence; actives 0.18% (n = 360,000); further: potency means the concentration at half of the fitted maximal effect; on the % scale 0 is the no-effect control and ±100 the full control effect; nearly all actives have a fitted effect of over 45% in size; many of its hits are not listed in these tables
Active calls of the source: *; ? = inconclusive; · = no result given; [ ] = another dose, or the depositor's remark. Unless noted, the call rests on the fitted dose curve; in most records, active means well fitted curve in the direction sought with a large enough effect; inconclusive means small, poorly fitted or top-dose-only effect, or another doubt; inactive means no such curve, though single readings can be large; an effect the other way counts as inactive or inconclusive.

SMILES | EPAC1 agonist | PI5P4Ka inh | Mm-Cpn inhibitor | EPAC1 antag | WRN inhibitor | PLK1 PBD block | CCT chaperon mod | EPAC2 antag
CN(C)c1ccc(C(CNC(=O)c2ccc(F)cc2)c2c[nH]c3ccccc23)cc1 (stereo not drawn) | 4% | -7 | -3% | -14% | -10% | -9% | -0.9 | 0%
CCN(c1nc(N)c(C(=O)N=C(N)N)nc1Cl)C(C)C | -12% | 4 | · | 2% | 6% | -4% | 1.0 | -1%
CC(C)C(=O)Nc1ccc2nn(-c3ccc(F)cc3)nc2c1 | -5% | -4 | -2% | 7% | 9% | -6% | -0.7 | 0%
O=C(COc1ccc(Cl)cc1Cl)NCCSc1ccc(Cl)cc1 | -4% | -17 | -17% | -20% | 1% | 3µM* | 2.0 | -8%
COC(=O)c1cccc(NC(=O)CCc2ccccc2)c1 | 2% | 4 | 3% | -23% | 0% | -29% | -1.0 | -6%
O=C(C1COc2ccccc2O1)N1CCN(Cc2ccc3c(c2)OCO3)CC1 (stereo not drawn) | -1% | 0 | -2% | 26% | -5% | -8% | -2.5 | 12%
CC(=O)c1c(C)[nH]c(C(=O)Nc2ccc(C)c(S(=O)(=O)N(C)C)c2)c1C | -6% | 2 | -4% | 8% | -6% | -8% | -2.6 | 3%
CN1CCN(/N=C/c2ccc(N(C)c3ccccc3)cc2)CC1 | -3% | 5 | -5% | 11% | 4% | -1% | 1.3 | 9%
Cc1ccc(-c2nnc(SCC(=O)NC3CC3)n2N)cc1 | 8% | -5 | 1% | 8% | 0% | 2% | -1.9 | 13%
COc1ccccc1N(CC(O)COc1ccccc1)S(=O)(=O)c1ccccc1 (stereo not drawn) | -1% | 12 | 1% | -20% | -9% | -4% | 0.3 | -11%
CCOC(=O)C(C)NC(=O)C(NC(=O)C1CCC(CC)CC1)C(C)C (stereo not drawn) | -7% | · | · | 17% | 6% | 1% | 0.7 | 10%
Clc1ccc(-n2nnnc2Sc2ncnc3sccc23)cc1 | -11% | -3 | · | -11% | -23% | 8.4µM* | -1.8 | 7%
Cc1cccc(C(=O)Nc2cccnc2Cl)c1 | 7% | -1 | 3% | -14% | -15% | 8.4µM* | -0.3 | -5%
Cc1cnc(C(=O)Nc2ccc(C(=O)N3CCCCC3)cc2)cn1 | -5% | -4 | -3% | -3% | -10% | 1% | -1.0 | -6%
CC(C)CCNC(=O)c1ccc2c(SCC(=O)O)c3c(nc2c1)CCC3 | 11% | -2 | 0% | 13% | -2% | -4% | -2.4 | 2%
COc1ccc(CNC(=O)CN(Cc2ccc(C)cc2)C(=O)c2csnn2)cc1 | -7% | 1 | 1% | -11% | -1% | -12% | 1.3 | 4%
Clc1cccc(Cl)c1OCCOCCNCc1ccccc1 | -5% | 15 | 1% | 0% | 7% | 3% | 0.7 | 2%
FC(F)(F)c1ccc(/C=N/n2c(COc3ccccc3)n[nH]c2=S)cc1 | -2% | 1 | -1% | -19% | -3% | 27µM* | -3.3 | -27%
CC(=O)c1c[nH]c(C(=O)Nc2ccc(N3CCCCCC3)cc2)c1 | 9% | -28 | -5% | 7% | -7% | -2% | 0.8 | 4%
c1ccc(CN2CCN(c3ncccn3)CC2)cc1 | 5% | -7 | 0% | -4% | 3% | 0% | -0.1 | 0%

Not a retest: entries from further up.
SMILES | EPAC1 agonist | PI5P4Ka inh | Mm-Cpn inhibitor | EPAC1 antag | WRN inhibitor | PLK1 PBD block | CCT chaperon mod | EPAC2 antag
CN(C)c1ccc(C(CNC(=O)c2ccc(F)cc2)c2c[nH]c3ccccc23)cc1 (stereo not drawn) | 4% | -7 | -3% | -14% | -10% | -9% | -0.9 | 0%
CCN(c1nc(N)c(C(=O)N=C(N)N)nc1Cl)C(C)C | -12% | 4 | · | 2% | 6% | -4% | 1.0 | -1%
CC(C)C(=O)Nc1ccc2nn(-c3ccc(F)cc3)nc2c1 | -5% | -4 | -2% | 7% | 9% | -6% | -0.7 | 0%
O=C(COc1ccc(Cl)cc1Cl)NCCSc1ccc(Cl)cc1 | -4% | -17 | -17% | -20% | 1% | 3µM* | 2.0 | -8%
COC(=O)c1cccc(NC(=O)CCc2ccccc2)c1 | 2% | 4 | 3% | -23% | 0% | -29% | -1.0 | -6%
O=C(C1COc2ccccc2O1)N1CCN(Cc2ccc3c(c2)OCO3)CC1 (stereo not drawn) | -1% | 0 | -2% | 26% | -5% | -8% | -2.5 | 12%
CC(=O)c1c(C)[nH]c(C(=O)Nc2ccc(C)c(S(=O)(=O)N(C)C)c2)c1C | -6% | 2 | -4% | 8% | -6% | -8% | -2.6 | 3%
CN1CCN(/N=C/c2ccc(N(C)c3ccccc3)cc2)CC1 | -3% | 5 | -5% | 11% | 4% | -1% | 1.3 | 9%
Cc1ccc(-c2nnc(SCC(=O)NC3CC3)n2N)cc1 | 8% | -5 | 1% | 8% | 0% | 2% | -1.9 | 13%
COc1ccccc1N(CC(O)COc1ccccc1)S(=O)(=O)c1ccccc1 (stereo not drawn) | -1% | 12 | 1% | -20% | -9% | -4% | 0.3 | -11%

(more compounds)
SMILES | EPAC1 agonist | PI5P4Ka inh | Mm-Cpn inhibitor | EPAC1 antag | WRN inhibitor | PLK1 PBD block | CCT chaperon mod | EPAC2 antag
COc1ncccc1-c1ccc2nncn2c1 | -17% | -1 | · | -11% | 0% | 5% | 2.2 | 6%
O=C(NCc1ccccn1)C1CC(c2ccccc2Cl)=NO1 (stereo not drawn) | -2% | 6 | -1% | -6% | -2% | -6% | -6.0 | -4%
COc1cccc(NC(=O)COc2ccc(Br)c(C)c2)c1 | 13% | -2 | -1% | 8% | -1% | 2% | 1.1 | -1%
Clc1ccc(Cn2ccc3ccccc32)cn1 | 0% | 1 | 0% | -5% | 1% | -9% | 0.3 | -13%
O=C(Cc1cccc2ccccc12)NNC(=O)Nc1cccc(Cl)c1 | 4% | 5 | 2% | 4% | -2% | -12% | -3.8 | -4%
Cc1cccc(NC(=O)CSc2nc(C)c(CC(=O)c3ccc(Br)cc3)c(C)c2C#N)c1C | 5% | -2 | -2% | -1% | -2% | -3% | -0.4 | -2%
Cc1cccc(NC(=S)N2CCCC(c3nc4ccccc4[nH]3)C2)c1 (stereo not drawn) | -1% | 6 | 3% | -22% | 6% | -16% | -0.1 | -1%
CN(C)C(=O)CSc1nc2cc(S(=O)(=O)N3CCOCC3)ccc2o1 | -1% | -11 | -1% | -4% | -24% | 21µM* | -1.2 | 6%
COc1ccc(C(=O)Nc2ccc(Cc3ccncc3)cc2)cc1Br | 6% | 3 | -2% | -16% | -7% | 3% | -2.8 | 1%
O=C(COC(=O)C1CCCN1C(=O)c1cccs1)Nc1ccc2c(c1)OCO2 (stereo not drawn) | 7% | -24 | 1% | -4% | -4% | -10% | -1.4 | -8%
CCCCNC(=O)COC(=O)c1ccccc1F | 12% | 11 | -1% | 11% | -1% | -12% | 2.0 | 7%
COC(=O)c1c(C)oc2ccc(N(C(=O)c3ccncc3)S(=O)(=O)c3ccc(C)cc3C)cc12 | 17% | -11 | 0% | -20% | -12% | -22% | -0.6 | -11%
O=c1c2[nH]c3ccc(Cl)cc3c2ncn1CCN1CCCCC1 | -4% | 4 | 0% | 11% | 0% | -5% | -2.1 | 0%[57.1 µM]
COc1nc(NCCO)nc(Nc2cc(Cl)ccc2OC)n1 | 2% | 2 | -1% | -8% | 7% | -18% | -2.4 | 1%
O=C(CCN1C(=O)c2ccccc2C1=O)Oc1ccc2ccccc2c1 | 7% | -2 | 2% | -13% | 2% | -11% | -1.4 | -2%
COc1cc(OC)cc(N(C(=O)C2COc3ccccc3O2)C(C(=O)NC2CCCCC2)c2ccc(O)cc2)c1 (stereo not drawn) | 10% | 0 | -3% | ? | -12% | -1% | -2.4 | -6%
CCc1cc2c(=O)c(-c3nc(C)cs3)coc2cc1OC(C)C(=O)NCCO (stereo not drawn) | -4% | 3 | -1%[15.4 µM] | -7% | 7% | -10% | 0.2 | 3%
CCCCC1(CC)COC(c2ccccc2)OC1 (stereo not drawn) | -4% | 2 | · | -9% | 7% | -9% | -2.8 | -13%
CCCNC(=O)c1cc(OC)c(OC)cc1[N+](=O)[O-] | 0% | -4 | 2% | 5% | 0% | -1% | -2.6 | 7%
Cc1cc(C)cc(Oc2ccc(-c3nnc(-c4ccccc4)o3)cc2[N+](=O)[O-])c1 | 6% | -1 | 2% | -1% | -4% | 1% | -2.6 | 7%
COCCn1c(SCC(=O)N2CCCC2)nnc1C(C)C | 0% | -7 | -3% | -18% | 2% | -1% | -0.6 | 3%
COc1ccc(C2C(C(C)=O)=C(Nc3ccccc3)CC(C)(O)C2C(C)=O)cc1OC (stereo not drawn) | 2% | · | -1% | 6% | -6% | -2% | -2.4 | 9%
CS(=O)c1ccccc1O (stereo not drawn) | 0% | -2 | 1%[15.4 µM] | -7% | -6% | -5% | -1.7 | 4%
Clc1nc(NC2CCCCC2)c2cn[nH]c2n1 | -3% | -3 | · | 5% | -7% | 9% | 0.8 | -17%
COc1ccccc1-c1oc2ccccc2c1C#CC(C)(C)O | 0% | 10 | -8% | -21% | -6% | -4% | 0.4 | ?
NS(=O)(=O)c1ccc(N=Nc2c(O)[nH]c3ccc(Br)cc23)cc1 | -4% | 0 | 1% | 0% | 5%[11.6 µM] | -9% | 1.3 | 6%
CN1N=C(C(C)(C)C)CSC1=Nc1ccccc1 | 7% | 5 | 0% | -7% | -5% | -2% | -0.2 | -9%
COc1cccc(-n2nnc3c(=O)n(Cc4cccc(C)c4)cnc32)c1 | -9% | 0 | -1% | -9% | -11% | -4% | 1.0 | -7%
CCc1cccc(NC(=O)COC(=O)C2COc3ccccc3O2)c1 (stereo not drawn) | 10% | -7 | · | -15% | 0% | -13% | -0.8 | -2%
CCOC(=O)N1C(=O)NC(=O)C1c1ccc(Cl)cc1 (stereo not drawn) | 22% | -2 | · | 9% | 3% | -13% | -1.8 | -1%
Cc1nccc(-c2ccc3c(c2)OCO3)n1 | -8% | -2 | 1% | -7% | -14% | -1% | 0.6 | 17%
C[C@@H](N)C(=O)N[C@H]1CCC2C3CC=C4C[C@@H](O)CC[C@]4(C)C3CC[C@@]21C (stereo partly drawn) | 1% | 3 | · | 6% | 16% | 0% | -2.1 | 9%
C=CCSc1nc(N)c(NC(=O)c2ccco2)c(=O)[nH]1 | -8% | -4 | · | -25% | 2% | -7% | -2.0 | 1%

Some of the compounds tested (hit frequency here may not be typical).
